From PubChem
RSV antiviral HEp-2 – RSV antiviral activity via CPE protection, HEp-2 cells, primary 10 µM value included (AID 2391) | one-dose CPE inhibition, % at 10 µM; IC50 in µM for titrated hits | HEp-2 cells, RSV-induced CPE inhibition; higher % means a stronger effect | hit rate 0.13% among 310,000; in the data active = a potency from the dose series; also: strong numbers were not always called active
PhoP inhibition – PhoP-dependent GFP reporter repression – Salmonella Typhimurium, primary screen (AID 1863); S. Typhimurium PhoP-regulated promoter GFP reporter, 4 h; higher % means a stronger effect; inhibition, % at 50 µM; hits with a dose series show IC50 in µM; hit rate 0.16% among 300,000;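 active = inhibition over 29.93%, a cutoff 3 SD above the screen mean, later confirmed by dose response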;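 also: 0% = low Mg2+ inducing control and 100% = high Mg2+ repressing control; strong numbers were not always called active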
Large T inhibition – SV40 large T antigen inhibitors, biochemical (AID 1903). SV40 large T antigen ATPase/helicase inhibition assay; higher % means a stronger effect. inhibition, % at 20 µM; hits with a dose series show IC50 in µM. hit rate 0.39% among 310,000; in the data active = a potency from the dose series; also: strong numbers were not always called active
The depositor's hits bear a star; · = not tested or not shown. Some of the compounds tested; count on the stated rates, not on these rows.

SMILES	RSV antiviral HEp-2	PhoP inhibition	Large T inhibition
CCCOC(=O)c1ccc(O)cc1	·	7.6%	-2.3%
CCCCCCCCCCCC(=O)O	·	-2.8%	5.6%
O=C(O)C(O)C(O)C(O)C(O)C(=O)O (centres undefined) (tested in a mixture with another compound)	-0.6%	1.6%	8.9%
CC(C)(CO)C(O)C(=O)NCCCO (centres undefined)	-0.1%	0.3%	10.0%
O=C(O)CNC(=O)c1ccccc1	-0.9%	-7.2%	9.6%
CC(O)CC(=O)O (centres undefined)	1.2%	12.9%	1.9%

Whole records as entered above.
Listed for O=C(O)CNC(=O)c1ccccc1 → RSV antiviral HEp-2 = -0.9%; PhoP inhibition = -7.2%; Large T inhibition = 9.6%
Listed for O=C(O)C(O)C(O)C(O)C(O)C(=O)O (centres undefined) (tested in a mixture with another compound) → RSV antiviral HEp-2 = -0.6%; PhoP inhibition = 1.6%; Large T inhibition = 8.9%

2 of the compounds above, with values under each structure.
Below each compound – RSV antiviral HEp-2 | PhoP inhibition | Large T inhibition
> CC(C)(CO)C(O)C(=O)NCCCO (centres undefined)
  -0.1% | 0.3% | 10.0%
> CC(O)CC(=O)O (centres undefined)
  1.2% | 12.9% | 1.9%
